Bioassay records: PubChem BioAssay, several laboratories
OX1R antag-1: human HCRTR1 antagonism; CHO/OX1R cells, Fluo-8 calcium fluorescence, orexin A; inhibition, % at 5 µM; 330,000 compounds, 0.43% hits; AID 434989;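 active means inhibition above its plate's threshold, mean inhibition of all tested compounds on the plate plus 3 SD, cut at about 37% in these data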;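 further: 0% = orexin A challenge wells and 100% = SB-334867-A antagonist wells; not every result past the cut was called active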
Target sequence (O43613 whole entry, looked up): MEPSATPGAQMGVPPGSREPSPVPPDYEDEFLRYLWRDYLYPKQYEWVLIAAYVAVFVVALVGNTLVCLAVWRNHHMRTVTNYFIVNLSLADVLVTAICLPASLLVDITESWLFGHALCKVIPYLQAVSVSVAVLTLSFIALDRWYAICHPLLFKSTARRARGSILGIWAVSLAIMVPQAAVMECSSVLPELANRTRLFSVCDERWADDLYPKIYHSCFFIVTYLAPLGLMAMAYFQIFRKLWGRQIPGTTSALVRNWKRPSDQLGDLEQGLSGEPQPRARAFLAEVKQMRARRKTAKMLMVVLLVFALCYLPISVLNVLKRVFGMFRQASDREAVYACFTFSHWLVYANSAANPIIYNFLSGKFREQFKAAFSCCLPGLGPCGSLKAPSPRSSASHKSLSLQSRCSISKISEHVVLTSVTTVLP
CHT PAM: allosteric activators of human choline transporter CHT; Q9GZV3; CHT-expressing cells, membrane potential dye, choline EC20; hits give high values; LV-AA mutant CHT in HEK293 cells; B-score at 10 µM; 310,000 compounds, 0.49% hits; AID 488977;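 active means initial fluorescence not abnormally high and integrated response B-score, plate-corrected, over 3 SD above library mean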
Target sequence (Q9GZV3 whole entry, looked up): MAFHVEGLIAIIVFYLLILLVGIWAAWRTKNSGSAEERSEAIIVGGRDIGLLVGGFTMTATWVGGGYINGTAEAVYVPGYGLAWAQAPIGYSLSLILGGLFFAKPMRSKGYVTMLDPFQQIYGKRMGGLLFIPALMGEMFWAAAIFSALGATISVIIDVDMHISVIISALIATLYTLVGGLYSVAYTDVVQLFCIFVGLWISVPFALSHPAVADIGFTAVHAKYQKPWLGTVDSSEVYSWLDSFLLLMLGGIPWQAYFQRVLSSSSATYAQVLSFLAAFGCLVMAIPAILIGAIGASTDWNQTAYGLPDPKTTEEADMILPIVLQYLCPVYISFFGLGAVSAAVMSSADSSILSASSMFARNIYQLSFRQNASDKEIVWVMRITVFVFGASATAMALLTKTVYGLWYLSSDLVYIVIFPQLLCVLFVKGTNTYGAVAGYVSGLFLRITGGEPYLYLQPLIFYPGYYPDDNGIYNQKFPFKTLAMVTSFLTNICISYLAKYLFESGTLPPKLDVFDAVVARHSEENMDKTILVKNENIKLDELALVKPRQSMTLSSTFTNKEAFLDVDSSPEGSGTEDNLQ
OX1R antag-2: OX1R (human) antagonism. 330,000 compounds, 1.8% hits. inhibition, % at 6.6 µM. AID 485270. OX1R-expressing cells, FRET antagonist read-out; in the data active means inhibition mostly above about 38%, no sharp cut-off; inactive means mostly below about 40%;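 further: 0% = agonist challenge alone and 100% = reference antagonist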
Numbers without * were called inactive; i = inactive; nt = not tested or not shown.

SMILES	OX1R antag-1	CHT PAM	OX1R antag-2
Cn1nnc2cc(C(=O)NC3CC3)ccc21	-6	i	14
CC(NC(=O)CN(C)Cc1ccc(Br)cc1)c1ccccc1 (centres undefined)	-27	8*	5
[N-]=[N+]=NC[C@H](Cc1ccccc1)N1CC[C@@H](OCc2ccccc2)CCC1=O	-15	i	9
CCOC(=O)C(C(=O)OCC)C1OC(=O)c2cc3c(cc21)C(=O)OC3C(C(=O)OCC)C(=O)OCC (centres undefined)	-24	i	15
CC(=O)N1CCOc2ccc(S(=O)(=O)N3CCC(C(=O)Nc4ccc(C)cc4)CC3)cc21	-23	i	6
COc1ccc(S(=O)(=O)N2CCOCC2)cc1NC(=O)CCc1nc2ccccc2c(=O)[nH]1	-7	i	6
COc1ccccc1N1CCN(C(=O)C(=O)c2cn(CC(=O)N3CCOCC3)c3ccccc23)CC1	-25	i	-5
CN(C)c1ccc(NC(=O)c2cn(-c3ccccc3)nc2-c2cccs2)cc1	-27	i	13
COc1cccc2cc(C(=O)Nc3ccccc3C(=O)N3CCOCC3)oc12	-19	i	6
Cc1cc2c(ccc3c2no[n+]3[O-])nn1	-10	i	166*
Cc1ccc(N2CC(C(=O)Nc3ccc(S(=O)(=O)N4CCCC4)cc3)CC2=O)cc1C (centres undefined)	-9	i	7
CN(C(=O)/C=C/c1ccc([N+](=O)[O-])s1)c1ccccc1	-12	i	19
CCN(CC(=O)Nc1ccc(NC(C)=O)cc1)C(=O)/C=C/c1ccco1	-4	i	24
CN(C)CCCN(C(=O)c1cccs1)c1nc(-c2ccccc2)cs1	-30	i	17
O=C(N[C@@H]1CCC(=O)N(CC[C@H](Oc2ccccc2)c2ccccc2)CC1)OCc1ccccc1	-31	i	26
COc1ccc(N(C)S(=O)(=O)c2cccc(C(=O)NCC(c3cccs3)N(C)C)c2)cc1 (centres undefined)	-39	i	30
C=C(C)CN1CCN(S(=O)(=O)c2ccc(C)c(N(C)S(=O)(=O)c3ccc(C)cc3)c2C)CC1	-27	i	34
CC1Cc2ccccc2N1C(=O)COC(=O)c1c2c(nc3ccccc13)CCCCC2 (centres undefined)	-32	i	30
COc1ccc(Cl)cc1NC(=O)NCc1cccnc1	-18	i	20
O=C(OCC#CCSc1nnc(-c2ccccc2)o1)c1ccco1	-23	i	22
CC1CCN(S(=O)(=O)c2cn(CC(=O)Nc3ccc(OC(F)(F)F)cc3)cn2)CC1	0	i	22
CCC1C(=O)C[C@H]2CCN3C(=O)CCCC1C23 (some centres undefined)	9	nt	12
Cn1c(N)c(C(=O)COC(=O)C2CC(O)CN2S(=O)(=O)c2ccc(Cl)cc2)c(=O)n(C)c1=O (centres undefined)	-3	i	10
O=C(NCc1nc2ccccc2[nH]1)c1ccco1	-13	i	7

Structures above with an NH in an aromatic ring:
SMILES	OX1R antag-1	CHT PAM	OX1R antag-2
COc1ccc(S(=O)(=O)N2CCOCC2)cc1NC(=O)CCc1nc2ccccc2c(=O)[nH]1	-7	i	6
O=C(NCc1nc2ccccc2[nH]1)c1ccco1	-13	i	7

Continued:
SMILES	OX1R antag-1	CHT PAM	OX1R antag-2
CCOC(=O)C1CCCN(S(=O)(=O)c2ccc3c4c(cccc24)C(=O)N3CC)C1 (centres undefined)	15	nt	11
CCN1C(c2ccc(F)cc2)=CS/C1=C(\C#N)c1nnc2n1-c1ccccc1SC2	-35	i	15
CC1CCCCN1C(=O)Cn1c(=O)n(-c2ccc(F)cc2)c(=O)c2sccc21 (centres undefined)	-14	i	12
COc1ccc(F)cc1S(=O)(=O)NCCCn1ccnc1	-2	i	9
CCOC(=O)c1ccc(NCc2nc3ccccc3n2C)cc1	-29	i	39
O=C(COC(=O)c1cnccn1)c1ccc(C2CCCCC2)cc1	-18	i	14
Cc1cccc(-n2c(O)c(/C=N/NC(=O)c3ccccc3Cl)c3ccccc3c2=O)n1	-4	i	26
CCCC(=O)NC(NC(=S)Nc1c(C)n(C)n(-c2ccccc2)c1=O)C(Cl)(Cl)Cl (centres undefined)	-11	i	11
Cn1cc(SCC(N)=O)c2ccccc21	-15	i	-2
COc1cc(C2CC(=O)Oc3cc(OC)c(OC)c(OC)c32)cc(OC)c1OC (centres undefined)	-27	nt	5
O=C(c1nn2cccnc2c1Cl)N1CCN(c2ccccc2)CC1	-21	i	10
CCCn1c(SCC(=O)NCCc2ccc(OC)c(OC)c2)nc2c1c(=O)n(C)c(=O)n2C	-26	i	11

Reprinted at random: three entries already listed.
SMILES	OX1R antag-1	CHT PAM	OX1R antag-2
O=C(NCc1nc2ccccc2[nH]1)c1ccco1	-13	i	7
CCN1C(c2ccc(F)cc2)=CS/C1=C(\C#N)c1nnc2n1-c1ccccc1SC2	-35	i	15
Cn1cc(SCC(N)=O)c2ccccc21	-15	i	-2

Next structures follow.
SMILES	OX1R antag-1	CHT PAM	OX1R antag-2
O=C(Cc1cccs1)Nc1nncs1	-4	i	27
CN(CCC1CCCCO1)C(=O)CCc1nnc(Cc2c[nH]c3ccccc23)o1 (centres undefined)	-20	i	23
Cc1ccnc(SCC(=O)c2ccc(Br)cc2)c1C#N	-15	i	18
O=C(CSc1ccccc1)Nc1ccc(N2CCOCC2)c(F)c1	11	i	5
COC(=O)c1ccccc1NC(=O)NCc1ccc2c(c1)OCO2	-15	i	0
CCOC(=O)N1CCN(C(=O)c2cc3cc(F)ccc3[nH]2)CC1	-2	i	2
CC(C)CN1CCN(Cc2cnc(-c3ccc(Cl)cc3)nc2)CC1CCO (centres undefined)	-21	i	9
CC(C)(CNC(=O)c1cc([N+](=O)[O-])ccc1N1CCC(Cc2ccccc2)CC1)N1CCOCC1	-16	nt	6
O=C(CSCc1ccc(Cl)cc1)N1CCCCC1	-10	i	19
O=C(c1cc(-c2ccc(Cl)cc2Cl)on1)N1CCCCCC1	-34	i	10
COCc1cc(CN2CCCC(C(=O)c3cccc(C(F)(F)F)c3)C2)ccc1OC (centres undefined)	-38	i	3
COC(=O)COc1ccc(NC(=O)C2CCCO2)cc1 (centres undefined)	-7	i	3
COc1ccc(Br)cc1CNC(=O)Cc1c(C(=O)O)[nH]c2ccc(Cl)cc12	-15	i	42
CN(C[C@H](Cc1ccccc1)N(C[C@H](Cc1ccccc1)N(CC1(c2ccccc2)CC1)N=O)N=O)N=O	-8	i	37
CC(NC(=O)c1cc2cc([N+](=O)[O-])ccc2oc1=O)C1CCCO1 (centres undefined)	-7	i	53
Cc1nc2ccccc2n1CC(=O)c1ccccc1	-7	i	-8
COc1cc(OC)c2c(-c3cccc(-c4ccc(C#N)cc4)c3)cc(=O)oc2c1	2	nt	6
C/C(=N\NC(=O)c1cccc(N/N=C(\C)c2ccncc2)c1)c1ccncc1	-24	i	20
Cc1c(NC(=S)NC(C)(C)C)c(=O)n(-c2ccccc2)n1C	3	i	9
Cc1ccnc(NC(=O)c2cccc(NC(=O)Cc3ccccc3)c2)c1	-32	i	37
Cc1ccc2[nH]c(C(=O)O)c(-c3ccccc3)c2c1	-4	i	21
Oc1cc2ccccc2nc1-c1ccccc1Cl	-19	i	10
Cc1cc(NC(=O)CCC(=O)N(CC(=O)NC2CCCC2)c2ccc(C(C)C)cc2)no1	-26	i	5
CCNCc1nc2cc(OC)c(OC)cc2c(=O)[nH]1	3	i	6

Continued; it opens with the six that closed the last part.
SMILES	OX1R antag-1	CHT PAM	OX1R antag-2
Cc1c(NC(=S)NC(C)(C)C)c(=O)n(-c2ccccc2)n1C	3	i	9
Cc1ccnc(NC(=O)c2cccc(NC(=O)Cc3ccccc3)c2)c1	-32	i	37
Cc1ccc2[nH]c(C(=O)O)c(-c3ccccc3)c2c1	-4	i	21
Oc1cc2ccccc2nc1-c1ccccc1Cl	-19	i	10
Cc1cc(NC(=O)CCC(=O)N(CC(=O)NC2CCCC2)c2ccc(C(C)C)cc2)no1	-26	i	5
CCNCc1nc2cc(OC)c(OC)cc2c(=O)[nH]1	3	i	6
CN(C)S(=O)(=O)c1cccc(NC(=O)c2c[nH]c3ccccc23)c1	-10	i	13
CCc1ccc(C(=O)c2cnc3ccc(OC)cc3c2N2CCN(CC)CC2)cc1	-31	i	15
CCC1Sc2ccc(S(=O)(=O)CCC(=O)NCc3cccs3)cc2NC1=O (centres undefined)	-31	i	10
CCOC(=O)C1CCN(C(=O)CCn2c(=O)c3cccn3c3cccnc32)CC1	-11	i	10
O=C(Nc1ccc(N2CCN(C(=O)c3ccco3)CC2)cc1)c1ccccc1F	-27	i	18
Cc1cccc2sc(N(CCCN(C)C)C(=O)CCS(=O)(=O)c3ccccc3)nc12	-33	i	12
Cc1nc(-c2cccc(S(=O)(=O)N3CC(C)OC(C)C3)c2)cs1 (centres undefined)	-35	i	-2
COCCNC(=O)c1cc2cc(Br)cc(OC)c2oc1=O	-20	i	14
CC(=O)N/C(=C/c1ccccc1)c1ccccc1	-13	nt	-1
CCOC(=O)c1cc2c(ccn2C)n1Cc1ccccc1Cl	-20	i	0
CC1CCCN(CCCNS(=O)(=O)c2cc(Br)cc3c2N(C(=O)C2CC2)CC3)C1 (centres undefined)	-16	i	6
Cc1c(C(=O)Nc2cc(S(=O)(=O)N3CCOCC3)ccc2N2CCN(C)CC2)oc2ccccc12	-20	i	3
C=CCn1c(SCCN2CCCCC2)nc2c1c(=O)[nH]c(=O)n2C	-13	10*	1
COc1ccc(CCN2CC(C(=O)NCc3ccccc3)CCC2=O)cc1 (centres undefined)	-1	i	10
Cc1cccc(NS(=O)(=O)c2cc3c4c(c2)CCN4C(=O)CC3)c1C	-12	i	12
CCCCn1c(N)c(N(CC(C)C)C(=O)c2cccc(-n3cnnn3)c2)c(=O)[nH]c1=O	-23	i	11
O=S(=O)(c1ccccc1)N1CCN(c2ncccn2)CC1	-10	i	5
O=C1[C@H]2[C@@H](c3ccc(F)cc3)N3C(=O)N(c4cccc(Br)c4)C(=O)[C@@]3(Cc3ccc(Cl)cc3)[C@H]2C(=O)N1C1CCCCC1	-50	i	25
COc1ccc(NC2CCCN(C(=O)c3ccccc3N3CCOCC3)C2)cc1OC (centres undefined)	-16	i	36
O=C(NCCS(=O)(=O)N1CCCCC1)c1ccccc1	-3	i	17
CC(Oc1ccc(Cl)cc1Cl)C(=O)Nc1cccc(O)c1 (centres undefined)	-19	i	15
COCCN(C(=O)COC(=O)c1ccccc1Nc1ccccc1)c1c(N)n(Cc2ccccc2)c(=O)[nH]c1=O	-14	i	21
CC(C)c1ccc2oc3nc(N)c(C(=O)O)cc3c(=O)c2c1	-23	i	22
CCc1ccc(OCC(=O)NCCc2ccc3c(c2)OCCO3)cc1	-16	nt	3
CCc1ccccc1N/N=C(/C)c1c(O)cc(C)oc1=O	-10	i	3
O=C(NCCC(=O)N1CCN(c2cccc(Cl)c2)CC1)c1ccc(Br)cc1	-22	nt	16
CCC1CN(C(=O)N2CCC(C(=O)NCc3ccccc3OC)CC2)c2ccccc2O1 (centres undefined)	-27	i	21
Cc1ccc(C(=O)NCC(c2cccs2)N(C)C)cc1S(=O)(=O)N1CCOCC1 (centres undefined)	-11	nt	5
CCCCCOC(=O)CSc1nc2c(c(=O)[nH]c(=O)n2C)n1CCc1ccccc1	-23	i	12
CCOC(=O)N1CCC(N(CCN(C)C)C(=S)Nc2cccc(Cl)c2C)CC1	-21	i	5
CCc1[nH]nc2c1C1(CCN(C(=O)c3ccccc3)CC1)C(C#N)=C(N)O2	-5	i	11
CCOc1ccc2nc(SCc3ccc(CC(=O)O)cc3)c(C#N)cc2c1	-21	i	31
CC(=O)OCC1OC(OC2C[C@]3(C)C(CC(O)C4C([C@](C)(CCC=C(C)C)OC5OC(CO)C(O)C(O)C5O)CC[C@]43C)[C@@]3(C)CCC(O)C(C)(C)C23)C(O[C@@H]2OC(C)C(O)C(O)C2O)C(O)C1O (some centres undefined)	5	nt	7
COc1cc(OC)nc(NC(=O)CS(=O)(=O)c2ccccc2)n1	-6	i	22
CCOc1ccc(S(=O)(=O)n2cnc3ccccc32)cc1	-16	i	7
Cc1sc2ncnc(N3CCC(C(=O)Nc4ccccc4C(C)(C)C)CC3)c2c1C	-31	i	27
Cc1ccc(Nc2c([N+](=O)[O-])ccc3nonc23)c(C)c1	-20	i	9
Fc1ccc(-c2csc3nnc(SCc4cccnc4)n23)cc1	-14	i	14
O=C(NC1CC1)c1cc(=S)[nH]c2ccccc12	-11	nt	8
O=C(NCc1ccccc1)C1C(=O)N(Cc2ccccc2)C(=O)C1C1(O)CCCC1 (centres undefined)	-36	i	26
COc1ccc(CN2C3CCCC2CC(NC(=O)Nc2ccccc2C)C3)cc1 (centres undefined)	-17	i	17
COc1cc(Br)cc(C=Nc2cccc(C(F)(F)F)c2)c1O	1	i	-5
CSc1ccccc1C(=O)N1CCC2(CC1)CC(=O)c1ccccc1O2	-15	i	22
COC(=O)CNC(=O)CN1C(=O)N(c2cccc(Cl)c2)C(N(O)C(=O)Nc2cccc(Cl)c2)C1(C)C (centres undefined)	-9	i	13
Cc1nc2ccc(-c3nc4ccccc4[nH]3)cc2[nH]1	-8	i	34
CCN(CC)c1ccc(/C=N/NC(=O)CNC(=O)c2ccccn2)cc1	-14	i	22
O=C(c1cc([N+](=O)[O-])ccc1N1CCOCC1)N1CCCC1	-13	i	46
Cc1cccc(NC2=NCC(=O)N2Cc2ccccc2)c1	-22	i	15
CC1=C(C)C(O)N(Cc2ccccc2)C1=O (centres undefined)	-7	i	6
COCCC(=O)N1CCCC(C(=O)c2ccc3c4c(cccc24)CC3)C1 (centres undefined)	-17	i	24
O=C(NCCN1CCOCC1)c1ccccc1OCc1ccccc1	-19	nt	9
Cc1ccc(SCCSc2nc(N)cc(=O)[nH]2)cc1	-2	i	25
Cc1ccc(C(=O)OCC(=O)NCc2cccs2)cc1	-23	i	14
